# HEK293 tox: qHTS of GLP-1 Receptor Inverse Agonists: Cytotox Screen | HEK293 cAMP-luciferase reporter cells, luminescence, 24 h | Potency, µM (top dose mostly 38.3 µM), for inactives: top-dose activity change, negative = inhibition, hits mostly inhibitors | hit rate 0.13% among 410,000 | AID 624418, 2012;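 further: loss of luciferase light is scored as toxicity; potency means the concentration at half of the fitted maximal effect; on the % scale 0 is the no-effect control and ±100 the full control effect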
#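 Seeding density was 200 cells/uL; after overnight-length (12 h) culture, 23 nL compounds went on for 24 h at 37 °C. Readout used a luciferase detection reagent, luminescence taken after 12 min at room temperature.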
# aSyn yeast inh: qHTS of alpha-syn Inhibitors; Yeast expressing alpha-synuclein, growth rescue, BacTiter-Glo, 24 h; Potency, µM (titrated, usually from 46.1 µM), for inactives: at the top dose growth rescue (activation), hits mostly activators; hit rate 0.14% among 370,000; further: potency means the concentration at half of the fitted maximal effect; % of control where 0% means no effect; nearly all actives have a fitted effect of over 65% in size
#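 Rescue of yeast growth: cells expressing toxic alpha-synuclein, induced in galactose at OD600 0.02, incubated with compound 24 h at 30 C. ATP luminescence quantified growth; inhibitors of toxicity appear as activators.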
# KB-V1 cytotox: qHTS assay for MDR1-selective chemotherapeutics: Primary screen using the drug-selected MDR subline cells KB-V1 | Potency, µM (titrated, usually from 46.1 µM), without a hit: at the top dose activity change, negative = cytotoxicity, most hits filed as cytotoxic | hit rate 3.4% among 400,000 | AID 1347076, 2019 | KB-V1 MDR cells viability, CellTiter-Glo, 72 h; further: potency means the concentration at half of the fitted maximal effect; on the % scale 0 is the no-effect control and ±100 the full control effect; nearly all actives have a fitted effect of over 60% in size
#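 Cells of the MDR subline KB-V1 are plated, dosed with compound at multiple concentrations, and incubated 72 h at 37 degrees C; CellTiter-Glo is then added and luminescence read after 10 min.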
# DRD3 antagonist: qHTS of D3 Dopamine Receptor Antagonist: qHTS | max response, negative = inhibition, % | D3R cells, DiscoveRx beta-arrestin luminescence, antagonist mode; stronger effect = lower value | hit rate 2.5% among 360,000 | D(3) dopamine receptor (Homo sapiens), P35462; in the data active means max response below about -50%; inconclusive means no clear call, values can overlap the other calls; further: on the % scale 0 is the no-effect control and ±100 the full control effect; mostly tested at two doses, the higher about 12 µM
# Target sequence (P35462 whole entry, looked up): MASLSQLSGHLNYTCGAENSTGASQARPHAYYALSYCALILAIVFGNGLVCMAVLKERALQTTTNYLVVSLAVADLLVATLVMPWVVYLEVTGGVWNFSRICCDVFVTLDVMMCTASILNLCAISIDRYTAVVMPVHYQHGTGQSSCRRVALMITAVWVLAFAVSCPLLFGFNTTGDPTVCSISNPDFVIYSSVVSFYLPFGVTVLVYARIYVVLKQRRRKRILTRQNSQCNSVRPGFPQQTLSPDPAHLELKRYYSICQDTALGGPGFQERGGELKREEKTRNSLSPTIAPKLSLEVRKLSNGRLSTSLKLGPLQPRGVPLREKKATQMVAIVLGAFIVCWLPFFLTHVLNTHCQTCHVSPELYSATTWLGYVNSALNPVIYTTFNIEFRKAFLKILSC
#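 Cells expressing the human receptor were seeded at 1500 cells/well, incubated overnight at 37 degrees C in 5% CO2, then exposed to library compounds with dopamine controls for 90 minutes at 37 degrees C before luminescent detection.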
# GLP-1R inv ag: qHTS of GLP-1 Receptor Inverse Agonists (Inhibition Mode); HEK293 GLP-1R CRE-luciferase, luminescence, 24 h; GLP-1R form is constitutively active; Potency, µM (series often up to 38.3 µM), inactives show top-dose activity change, negative = inhibition, usual class: inhibitors; hit rate 1.6% among 410,000; further: potency means the concentration at half of the fitted maximal effect; on the % scale 0 is the no-effect control and ±100 the full control effect; nearly all actives have a fitted effect of over 55% in size
# Target sequence (P43220 whole entry, looked up): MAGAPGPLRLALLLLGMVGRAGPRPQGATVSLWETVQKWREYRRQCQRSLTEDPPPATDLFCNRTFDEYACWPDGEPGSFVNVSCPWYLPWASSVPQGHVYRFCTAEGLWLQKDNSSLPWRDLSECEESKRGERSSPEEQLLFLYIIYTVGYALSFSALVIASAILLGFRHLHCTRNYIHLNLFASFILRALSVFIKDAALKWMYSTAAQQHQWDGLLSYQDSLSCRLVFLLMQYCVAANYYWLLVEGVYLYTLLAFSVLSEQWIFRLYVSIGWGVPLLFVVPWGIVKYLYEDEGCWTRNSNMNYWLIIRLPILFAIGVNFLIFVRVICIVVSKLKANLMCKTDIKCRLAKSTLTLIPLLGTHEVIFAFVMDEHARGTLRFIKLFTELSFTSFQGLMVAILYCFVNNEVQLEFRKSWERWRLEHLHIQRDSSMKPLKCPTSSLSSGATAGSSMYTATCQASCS
#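 Inverse agonists were sought by their lowering of basal cAMP reporter luciferase output in HEK293 cells stably carrying constitutively active human GLP-1R, after 24 h compound treatment.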
# GLP-1R agonist: qHTS of GLP-1 Receptor Agonists. HEK293 GLP-1R CRE-luciferase, luminescence, 4-6 h; cells express a hypersensitive GLP-1R form. Potency, µM (highest dose often 45.6 µM), inactives show at the top dose activation, actives largely listed as activators. hit rate 0.007% among 380,000. AID 624172, 2012; further: potency means the concentration at half of the fitted maximal effect; % of control where 0% means no effect
# D3 ag: qHTS of D3 Dopamine Receptor Agonist: qHTS | AID 652048, 2013 | max activation, % | hit rate 0.58% among 410,000 | D3R DiscoveRx beta-arrestin cells, luminescence, 90 min; in the data active means max activation above about 30%; further: 0% is about no effect; mostly tested at two doses, the higher about 12 µM
#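 Agonist-mode cell screen: cells plated at 1500/well and incubated overnight at 37 °C, then exposed to library compounds for 90 min at 37 °C. Detection reagent was added for 30–60 min at room temperature, and luminescence was read.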
# TDP43 rescue: qHTS of TDP-43 Inhibitors | TDP-43 expressing yeast growth rescue, BacTiter-Glo, 24 h | Potency, µM (highest dose often 46.1 µM), for inactives: top-dose growth rescue (activation), actives largely listed as activators | hit rate 1.8% among 410,000 | AID 652104, 2013; further: potency means the concentration at half of the fitted maximal effect; % of control where 0% means no effect; nearly all actives have a fitted effect of over 50% in size
#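 In this qHTS, compounds that restore growth of yeast expressing TDP-43 appear as activators. Cells (OD600=0.02, galactose medium, raffinose-pregrown) are incubated with compound 24 hr at 30 deg C and growth is quantified by BacTiter-Glo.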
# PTHR1 agonist: qHTS for PTHR1 Agonists: Primary Screen. Parathyroid hormone/parathyroid hormone-related peptide receptor (Homo sapiens), Q03431. hit rate 0.075% among 410,000. Potency, µM (highest dose often 115 µM), for the others: top-dose activation, most hits filed as activators. HEK293 GP2 PTHR1 cells, GloSensor cAMP luminescence, 1 h; further: potency means the concentration at half of the fitted maximal effect; nearly all actives have a fitted effect of over 55% in size; some results filed as inactive show a strong effect at the top dose; inactives centre near -15; many of its hits are not listed in these tables
#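 HEK-293-derived GP2 cells expressing PTHR1 and a GloSensor cAMP reporter, 3,000/well, plated overnight, given luciferin plus IBMX (each 0.5 mM as added) for 1 h at 37 °C, then compound for 1 h at 37 °C. Luminescence was read after 15 min at room temperature.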
# The depositor's hits bear a star; i = inactive; ? = inconclusive; . = no result given; [ ] = another dose, or the depositor's remark. Unless noted, the call rests on the fitted dose curve; in most records, active means well fitted curve in the direction sought with a large enough effect; inconclusive means small, poorly fitted or top-dose-only effect, or another doubt; inactive means no such curve, though single readings can be large; an effect the other way counts as inactive or inconclusive.
SMILES,HEK293 tox,aSyn yeast inh,KB-V1 cytotox,DRD3 antagonist,GLP-1R inv ag,GLP-1R agonist,D3 ag,TDP43 rescue,PTHR1 agonist
c1cc(C(c2nnnn2C2CCCC2)N2CCOCC2)ccn1 (stereo not drawn),-2%,-11%,4%,4,-4%,0%,1,-4%,-9%[57.5 µM]
COc1ccccc1CNC(=O)COC(=O)/C=C/c1cccs1,-20%,-1%,-2%,5,0%,3%,-1,15%,i
CCC(Sc1nc2nccnc2c(=O)n1Cc1ccc(F)cc1)C(=O)NC1CCCCC1 (stereo not drawn),-6%,.,.,.,8%,.,8,?,-4%
CCOC(=O)C1CCN(CC(=O)Nc2ccc(S(=O)(=O)N3CCC(C)CC3)cc2)CC1,11%,-4%,-14%,-10,?,-4%,29,17%,i
CC1(C)Cc2ccccc2C(NNC(=O)c2cccnc2)=N1,-6%,-4%,3%,2,0%,-11%,-14,-8%,i
Cc1ccc(NC(=S)NCCCN2CCOCC2)cc1,3%,8%,?,-9,2%,0%,-3,20%,i
COc1cnc(SC(C)C)[nH]c1=O,0%,-2%,28%,-3,13%,0%,7,-3%,i
COc1cccc(N=Nc2c(N)[nH][nH]c2=O)c1,?,-4%,18µM*,-17,11%,4%,-3,1%,i
Cc1cc(NC(=O)c2ccc(S(=O)(=O)N3CCOCC3)cc2)no1,11%,1%,-2%,-10,13%,1%,-2,-16%,18%
CCC(=O)Nc1ccc(C(=O)N/N=C/c2cc(Br)c(OC)cc2OC)cc1,-19%,8%,-10%,7,-26%,-1%,1,10%,-7%

# Compounds shown so far that contain an aryl thioether with sulfur outside any ring:
SMILES,HEK293 tox,aSyn yeast inh,KB-V1 cytotox,DRD3 antagonist,GLP-1R inv ag,GLP-1R agonist,D3 ag,TDP43 rescue,PTHR1 agonist
CCC(Sc1nc2nccnc2c(=O)n1Cc1ccc(F)cc1)C(=O)NC1CCCCC1 (stereo not drawn),-6%,.,.,.,8%,.,8,?,-4%
COc1cnc(SC(C)C)[nH]c1=O,0%,-2%,28%,-3,13%,0%,7,-3%,i

# Next section:
SMILES,HEK293 tox,aSyn yeast inh,KB-V1 cytotox,DRD3 antagonist,GLP-1R inv ag,GLP-1R agonist,D3 ag,TDP43 rescue,PTHR1 agonist
Cc1ccc(C(=O)N/C(=C\c2ccco2)C(=O)NCCN2CCOCC2)cc1,11%,-4%,3%,-22,-9%,6%,2,-9%,-1%
O=C(NCc1ccccn1)C1Nc2ccc(C(F)(F)F)cc2C2C=CCC12 (stereo not drawn),9%,0%,0%,-2,-1%,-6%,2,14%,i
CCc1ccccc1NC(=O)c1ccc2c(c1)nnn2C1CCCC1,-7%,.,0%,.,-18%,.,-9,2%,-12%
COc1ccccc1-c1c(C)nn2c(C)c(C(C)=O)cnc12,-16%,0%,10%,-3,54%[activator],-1%,2,12%,i
COc1ccc(C(=O)N[C@H](C(=O)OCC(=O)NC(=O)c2cccn2C)C(C)C)cc1,16%,-5%,2%,-3,8%,5%,-24,1%,-30%[inhibitor]
O=S(=O)(/C=C/c1ccccc1)N1CCN(c2ccc(F)cc2)CC1,-17%,-7%,-15%,-7,0%,0%,0,2%,-9%
COc1ccc2c(c1)c1c(c(=O)n(CCc3ccccc3)c(=O)n1Cc1cccc(F)c1)n2C,3%,.,0%,.,9%,0%,0,19%,-43%[inhibitor]
Cc1ccc(C(=O)CCC(=O)NC2=NCCS2)cc1,16%,-15%,-3%,6,1%,-1%,7,-4%,-23%
Cc1ccc(N(Cc2cc3cc(C)ccc3[nH]c2=O)S(=O)(=O)c2ccccc2)cc1,18%,1%,?,-11,0%,-1%,-2,-14%,-29%
CCOc1ccc(C(=O)Nc2cccc(C)n2)cc1,-3%,-13%,?,-6,?,-15%,2,-7%,-21%
Cc1coc2cc3oc(=O)c(CCC(=O)NC4CC4)c(C)c3cc12,-5%,6%,?,6,5%,11%,3,4%,-43%[inhibitor]
Cc1csc(NC(=O)c2oc3ccccc3c2C)n1,-5%,-4%,?,-4,?,-2%,4,2%,-44%[inhibitor]
Cc1cccc(N2CC(C(=O)Nc3nnc(SCC(=O)N4CCOCC4)s3)CC2=O)c1 (stereo not drawn),-10%,-10%,6%,5,10%,-6%,5,-11%,-20%
COc1cc(OC)c(OC)cc1/C=N/NC(=O)C[n+]1ccccc1,-6%,10%,-3%,-4,13%,-6%,0,28%,0%
Cc1c(C)n(Cc2ccccc2)c2ccc(C(=O)O)cc12,-10%,-4%,6%,-8,0%,-1%,5,-7%,-8%
C=C(C)CN(CC)C(=O)CN1C(=O)NC2(CCc3ccccc32)C1=O (stereo not drawn),3%,-8%,-1%,-3,-3%,11%,5,-8%,20%
COc1ccc(NC2c3ncccc3C(=O)N2Cc2ccccc2)c(OC)c1 (stereo not drawn),6%,-13%,-10%,?,0%,0%,-11,-13%,i
CCC(=O)Nc1cc(C)c(NC(=O)c2ccccc2OC)cn1,-4%,-6%,-24%,-19,38%[activator],18%,3,4%,?
O=C(NCc1cccnc1)C(=O)NCC(c1ccco1)N1CCN(c2ccccc2)CC1 (stereo not drawn),11%,18%,9.2µM*,13,12%,-3%,15,-12%,i
Cc1cc(NC(=O)CSc2nnc(-c3cccnc3)n2Cc2ccccc2)no1,4%[0.307 µM],0%,-10%,3,-12%[0.307 µM],-1%,-4,5%,-5%
COc1ccc(CCN2CCCn3c2nc2c3c(=O)n(CC(C)C)c(=O)n2C)cc1OC,2%,-6%,-25%,17,-19%,8%,18,11%,-49%
O=C(COC(=O)c1cnccn1)Nc1ccc(Cl)cc1,8%,-4%,3%,-7,7%,-16%,-5,6%,i
COc1cc(/C=N/Nc2nc3ccccc3s2)cc([N+](=O)[O-])c1O,-22%,-8%,-15%,-1,-1%,1%,2,14%,i
O=C(CSC1=Nc2ccccc2C2=NC(CC(=O)NCc3ccco3)C(=O)N12)NCc1ccco1 (stereo not drawn),-5%,.,4%,-18,0%,5%,-2,10%,9%
O=C(Nc1nnc(SCc2ccccc2)s1)c1cccc([N+](=O)[O-])c1,14%,-14%,?,0,-3%,2%,-4,4%,-16%
CC(C)OCCOc1ccc2oc(-c3ccco3)cc(=O)c2c1,8%,2%,?,14,10%,4%,0,17%,-9%
CC(=O)c1cccc(NC(=O)CSc2ccc(-c3cccnc3)nn2)c1,9%,-2%,-8%,3,50%[activator],3%,3,-15%,-4%
O=C(COc1ccc(Cl)cc1)Nc1ccc2c(c1)C(=O)NC2=O,-4%,-3%,?,-2,15%,5%,-24,-9%,i
Cc1nc(SCC(=O)N(C)Cc2ccco2)c2c(C)c(C)sc2n1,10%,4%,?,-12,-25%,16%,2,22µM*,-48%[inhibitor][57.5 µM]
CN(C(=O)COc1ccc([N+](=O)[O-])cc1)C1CCS(=O)(=O)C1 (stereo not drawn),-3%,5%,-3%,13,-13%,0%,4,-16%,i
CC(=O)Nc1ccc(C(=O)CSc2nnc3cc(C)c4ccccc4n23)cc1,3%,.,?,.,18%,.,6,18%,i
O=C(Nc1ccccc1F)C1CCCN(S(=O)(=O)c2cccc3cccnc23)C1 (stereo not drawn),1%,8%,?,17,-25%,9%,-5,4%,-6%
COc1ccnc(CN(C)C(=O)C2CCC(=O)N(CCN(C)C)C2)c1 (stereo not drawn),1%,2%,-18%,27,12%,-2%,1,14%,i
CCC(=O)c1ccc(N2CCN(S(=O)(=O)c3ccccc3)CC2)c(F)c1,13%,1%,-5%,4,23%,15%,3,-16%[0.397 µM],-12%
CCn1c(/C=C/Nc2ccccc2)[n+](CC)c2ccc(Cl)cc21,7%,-1%,-2%,?,-15%,-3%,-19,-13%,i
CCOc1cc(/C=C2/COc3ccccc3C2=O)ccc1OCC(=O)N(C)C,-14%,4%,9%,8,-4%,-5%,2,?,-50%[inhibitor]
O=S(=O)(NCCc1csc2nc(-c3ccc(Cl)cc3)nn12)c1cccs1,1%,.,.,.,13%,.,-10,17%,-27%
CC1CCCCC12NC(=O)N(CC(=O)OCc1cccc(F)c1)C2=O (stereo not drawn),1%,2%,0%,6,?,-3%,-4,15%,-11%
COCCNC(=O)C1(C)CCCN(C(=O)c2ccc(OC)c(OC)c2)C1 (stereo not drawn),4%,-1%,5%,23,0%,0%,2,10%,i
O=C(CCS(=O)(=O)c1ccccc1)Nc1ccc2c(c1)C(=O)NC2=O,4%[7.66 µM],-5%,-7%,-10,1%[7.66 µM],-2%,-9,-6%,-22%
CC(C)(C)C(=O)NCCn1ccc2ccccc21,2%,0%,-4%,-16,-1%,-10%,2,0%,i
Cc1ccc(NC(=O)C2CCCN2C(=O)NC2CCCCC2)cc1C (stereo not drawn),-5%,0%,8%,15,1%,-1%,3,-3%,i
O=C(Nc1nccs1)c1cccc2ccccc12,-13%,-4%,-2%,0,-10%,1%,2,?,-22%
CCOC(=O)C1(C)C=C(Nc2ccc(OC)cc2)C(=O)N1c1ccccc1 (stereo not drawn),-7%,.,0%,.,-17%,1%,5,17%,-21%
COc1cccc(C=Nc2cccc3c(=O)[nH][nH]c(=O)c23)c1O,3%,6%,19%,1,2%,-8%,2,17%,-16%
COc1ccc(NC(=O)N(C)C[C@H]2Oc3c(NC(=O)Nc4c(C)noc4C)cccc3C(=O)N([C@H](C)CO)C[C@@H]2C)cc1,-15%,-1%,0%,17,-3%,-1%,3,25%,-29%

# From PubChem

# Not all compounds are listed; the hit share may differ from the screen's.
